# IDH1 R132H inh – inhibitors of human mutant IDH1 R132H. IDH1-R132H enzyme, NADPH consumption, diaphorase/resazurin fluorescence. Potency, µM (highest dose often 76.6 µM), for inactives: at the highest dose activity change, negative = inhibition, hits mostly inhibitors. 390,000 tested, 0.093% active; further: potency means the concentration at half of the fitted maximal effect; on the % scale 0 is the no-effect control and ±100 the full control effect; nearly all actives have a fitted effect of over 65% in size
# Target sequence (O75874 whole entry R132H, stated change not applied): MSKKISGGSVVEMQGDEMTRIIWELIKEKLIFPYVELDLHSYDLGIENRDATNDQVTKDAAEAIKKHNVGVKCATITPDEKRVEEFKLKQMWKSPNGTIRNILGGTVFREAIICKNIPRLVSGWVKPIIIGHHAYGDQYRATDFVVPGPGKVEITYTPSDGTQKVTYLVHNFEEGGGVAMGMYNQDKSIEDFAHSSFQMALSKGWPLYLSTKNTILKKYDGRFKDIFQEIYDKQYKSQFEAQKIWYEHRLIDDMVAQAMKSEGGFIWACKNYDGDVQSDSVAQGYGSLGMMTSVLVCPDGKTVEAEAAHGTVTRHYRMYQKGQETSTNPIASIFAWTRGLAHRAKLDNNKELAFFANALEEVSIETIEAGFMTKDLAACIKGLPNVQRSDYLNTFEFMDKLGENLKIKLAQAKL
#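 IDH1-R132H (0.5 ug/mL) preincubated 30 min with compound, then NADPH (0.016 mM) and alpha-KG (2 mM) added; 80 min at RT, pH 7.5. Remaining NADPH coupled via diaphorase/resazurin to fluorescence (540/590 nm); concentration-response curves normalized to no-enzyme control.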
# USP1-UAF1 inh – inhibitors of human USP1/UAF1 deubiquitinase | O94782 | recombinant USP1/UAF1, Ub-Rhodamine cleavage fluorescence | Potency, µM (titrated, usually from 57.1 µM), for inactives: top-dose activity change, negative = inhibition, usual class: inhibitors | 390,000 tested, 0.23% active | AID 743255; further: potency means the concentration at half of the fitted maximal effect; on the % scale 0 is the no-effect control and ±100 the full control effect; nearly all actives have a fitted effect of over 60% in size; inactives centre near -12
#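 USP1/UAF1 complex (1 nM) preincubated 15 min at room temperature with compound, then Ub-Rho substrate (150 nM final) added. Kinetic fluorescence at 480/540 nm over 6 reads at 60 s intervals; 50 mM HEPES pH 7.8, 0.5 mM EDTA, 0.1 mg/ml BSA, 1 mM TCEP, 0.01% Tween-20.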
# D2 ag – agonists of human D2 dopamine receptor; activation, % at 2 µM; 340,000 tested, 0.53% active; HEK293 T-REx D2 cells, calcium flux agonist mode;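 active means activation over 3 SD above normal in the single-dose calcium agonist read, cut at about 30% in these data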; further: 0% is about no effect
#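 Tetracycline-induced HEK293 T-REx cells with force-coupled D2 receptor, plated overnight at 30 C, loaded with no-wash calcium dye. After a 10 s baseline, compound was pin-added and calcium flux read kinetically for 180 s; calcium rises flagged agonists.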
# Pin1 inhibitor – human Pin1 inhibition; Q13526; Pin1 FP peptide displacement, HiFluor488, 10 min; Potency, µM (series often up to 115 µM), inactives show at the top dose activity, negative = inhibition, most hits filed as inhibitors; 390,000 tested, 0.009% active; AID 504891; active means well fitted inhibition curve with a large enough effect in the polarisation, with a control signal flat, not every such curve was filed as active; inconclusive means small, poorly fitted or top-dose-only effect, or effect the other way, or a change in a side signal; inactive means no such curve, though single readings can be large or run the other way; the % refers to the polarisation; further: potency means the concentration at half of the fitted maximal effect; on the % scale 0 is the no-effect control and ±100 the full control effect
# Target sequence (Q13526 whole entry, looked up): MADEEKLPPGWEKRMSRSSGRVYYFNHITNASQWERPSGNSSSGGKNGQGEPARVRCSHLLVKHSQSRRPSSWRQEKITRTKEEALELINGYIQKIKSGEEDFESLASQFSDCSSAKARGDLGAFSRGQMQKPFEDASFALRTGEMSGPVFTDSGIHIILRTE
# D2 antag – antagonizes the human D2 dopamine receptor | AID 485344 | P14416 | HEK293 TREx D2 cells, calcium flux, dopamine EC80 | 340,000 tested, 2% active | inhibition, % at 10 µM; in the data active means inhibition above about 30%; further: 0% is about no effect
#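 Inhibition of EC80 dopamine-driven calcium flux, recorded kinetically, defines activity here; cells are a tetracycline-induced HEK293 T-REx line expressing force-coupled D2.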
# TRHR agonist – TRH receptor (human) agonism | P34981 | TRHR cells, calcium flux fluo-8, FDSS agonist mode | activation, % at 2 µM | 360,000 tested, 0.18% active | AID 493084; in the data active means activation above about 30%; further: 0% is about no effect
#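 TRHR-expressing cells, plated overnight in medium with 10% serum, were loaded with fluo-8 calcium dye at room temperature. After a 10 s baseline, library compound was pin-added and calcium release was recorded kinetically (ex 480/em 530) as agonist response.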
# TrxR1 inh – blocks rat thioredoxin reductase 1 | recombinant rTrxR1, NADPH fluorescence consumption, selenite substrate | Potency, µM (highest dose often 114 µM), for the others: top-dose activity change, negative = inhibition, usual class: inhibitors | 390,000 tested, 1% active | AID 588453; further: potency means the concentration at half of the fitted maximal effect; on the % scale 0 is the no-effect control and ±100 the full control effect; nearly all actives have a fitted effect of over 65% in size
# Target sequence (O89049 whole entry, looked up): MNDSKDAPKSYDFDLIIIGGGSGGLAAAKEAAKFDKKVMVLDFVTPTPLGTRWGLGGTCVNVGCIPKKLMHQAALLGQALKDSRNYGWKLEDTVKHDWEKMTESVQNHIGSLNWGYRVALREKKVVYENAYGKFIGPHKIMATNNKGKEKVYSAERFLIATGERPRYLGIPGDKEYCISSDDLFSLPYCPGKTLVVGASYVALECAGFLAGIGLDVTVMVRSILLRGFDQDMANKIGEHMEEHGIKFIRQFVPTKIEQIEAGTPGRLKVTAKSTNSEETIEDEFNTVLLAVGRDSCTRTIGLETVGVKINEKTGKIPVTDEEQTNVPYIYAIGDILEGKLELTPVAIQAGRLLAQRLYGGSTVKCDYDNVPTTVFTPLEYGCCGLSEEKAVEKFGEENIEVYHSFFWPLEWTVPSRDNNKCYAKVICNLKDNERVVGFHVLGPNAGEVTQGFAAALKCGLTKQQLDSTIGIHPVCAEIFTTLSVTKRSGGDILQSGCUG
#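 Rat TrxR1 (90 nM in the dispensed reagent) was pre-reduced with 400 uM NADPH for 5 min at room temperature, then incubated with compound for 15 min. After 400 uM selenite was added, NADPH fluorescence (Ex 340/Em 450 nm) was followed for 8 min.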
# TRHR PAM – TRH receptor (human) allosteric enhancement; 360,000 tested, 0.66% active; TRHR cells, fluo-8 calcium fluorescence, EC20 TRH enhancement; P34981; AID 493056; enhancement, % at 2 µM; in the data active means enhancement above about 30%; further: 0% is about no effect
#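 Enhancer read-out: after compound pinning and an initial kinetic agonist-mode read, an EC20 of TRH (10 nM final) was injected and fluo-8 calcium signal (Ex 480/Em 530) followed at 1 s/cycle for 100 cycles in TRHR-expressing cells.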
# TrxR1 substrate – rat thioredoxin reductase 1 substrate activity; purified TrxR1 substrate turnover, NADPH consumption readout; O89049; Potency, µM (highest dose often 114 µM), inactives show at the top dose activity change, negative = substrate turnover; 390,000 tested, 0.01% active; further: potency means the concentration at half of the fitted maximal effect; on the % scale 0 is the no-effect control and ±100 the full control effect; nearly all actives have a fitted effect of over 50% in size
#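 Rat TrxR1, dispensed at 90 nM, was prereduced with 400 uM NADPH (final) for 5 min at ~22 deg C, then incubated with compound 15 min before 400 uM selenite. A first-read NADPH fluorescence drop versus no-compound background flagged substrates.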
# Active calls of the source: *; ? = inconclusive; / = not tested or not shown; [ ] = another dose, or the depositor's remark. Unless noted, the call rests on the fitted dose curve; in most records, active means well fitted inhibition curve with a large enough effect; inconclusive means small, poorly fitted or top-dose-only effect; inactive means no such curve, though single readings can be large or run the other way.
SMILES,IDH1 R132H inh,USP1-UAF1 inh,D2 ag,Pin1 inhibitor,D2 antag,TRHR agonist,TrxR1 inh,TRHR PAM,TrxR1 substrate
CN1CCN(NC(=O)c2cccs2)CC1,10%,-7%,0.0,-5%,10,0.5,24%[57.1 µM],-5,5%[57.1 µM]
COc1ccc(N(CC(=O)N2CCc3ccccc3C2)S(=O)(=O)c2c(C)[nH]c(=O)[nH]c2=O)cc1,-4%,-24%,1.1,2%,-13,0.5,-10%,13,-7%
Cc1ccc(C)c(N2CCN(C(=O)c3ccc(-c4nc(COc5ccccc5)c(C)o4)cc3)CC2)c1,-4%,-7%,-0.9,12%,/,-0.7,14%,2,-7%
COc1ccc(N(C(=O)COc2c(C)cccc2C)S(=O)(=O)c2ccc(Cl)cc2)cc1,-4%,?,/,28%,/,0.0,27%,-1,6%
COc1ccc(CCNC(=O)COC(=O)/C=C/c2ccc(OCC#N)c(OC)c2)cc1,8%,-9%,7.6,-1%,5,0.4,4%,2,0%
CC1CN(Cc2ccco2)C(=S)N(c2ccccc2)C1=O (stereo not given),7%,1%,/,-5%,/,/,0%,/,-6%
Cc1ccc(NCc2ccccc2-c2nnc(-c3ccccc3Cl)o2)c(C)c1,-18%,-12%,-1.3,-3%,/,0.0,-7%,-3,-7%
O=S(=O)(c1ccc(F)c(F)c1)N1CCN(Cc2ccc3c(c2)OCO3)CC1,3%,0%,0.4,1%,-2,0.0,16%[57.1 µM],0,-15%
CC(C)Oc1ccc(C(=O)NC2=NCCS2)cc1,-7%,-17%,0.4,-22%,-10,-0.4,6%[57.1 µM],1,4%[57.1 µM]
CCc1nc(SCC(=O)Nc2c(C)n(C)n(-c3ccccc3)c2=O)n[nH]1,0%,-22%,0.2,5%,-5,0.8,10%[57.1 µM],5,12%[57.1 µM]
CCOC(=O)CCn1c2nc(C)cc(C)c2c(=O)n1-c1ccccc1,5%,-13%,0.3,-2%,3,-0.2,-1%[57.1 µM],-3,38%[activator]
CN(CCCS(=O)(=O)[O-])c1ccc(/C=C/c2ccc3ccccc3[n+]2C)cc1,-4%,-11%,-1.6,-2%,-21,0.3,7%,3,-7%
CCOc1ccc(C2CC(c3ccc(F)cc3)Nc3nc(N)nn32)cc1 (stereo not given),1%,-7%,5.1,-1%,3,1.7,13%[57.1 µM],3,9%[57.1 µM]
CCC1(CC)C(=O)NC(=O)NC1=NCCc1ccc(O)cc1,12%,-16%,-1.1,0%,7,-0.2,0%,6,-8%
CC(C)(C)N1CC23C=CC(C[C@@H]2C1=O)O3 (stereo not given in full),11%,-23%,-0.8,1%,-6,-0.3,7%[57.1 µM],3,-6%[57.1 µM]
CC(C)c1ccc(/C=N/n2c(COc3ccccc3)n[nH]c2=S)cc1,-8%,-30%,0.0,3%,-23,-0.3,-13%,-8,-9%
CCOC(=O)CSc1cc(CS(C)(=O)=O)nc(-c2ccccn2)n1,9%,-22%,0.7,-12%,8,0.0,3%[57.1 µM],-1,3%[57.1 µM]
CNc1ccc(Oc2nc([N+](=O)[O-])nn2C)cc1,2%,-19%,1.1,-3%,-9,1.6,10%[57.1 µM],2,6%
CCc1nn(C(CC)C(=O)NCc2cccc(OC)c2)c(=O)c2cc3occc3n12 (stereo not given),-5%,-18%,-1.9,2%,2,-0.4,19%[57.1 µM],-3,9%[57.1 µM]
COc1ccc(N=Nc2ccc(O)c3ncccc23)cc1,5%,-9%,-0.4,17%,-23,-0.6,17%,6,2%
CCOCCCNC(=O)c1ccccc1SC,1%,-6%,0.6,3%,0,0.3,32%,-1,16%
O=C(Nc1cccc(O)c1)C1CCCN1C(=O)OCc1ccccc1 (stereo not given),2%,-20%,0.0,-6%,-3,0.6,10%[57.1 µM],-4,-10%[57.1 µM]
CCOC(=O)c1c(NCCN(C)C)c2ccccc2[nH]c1=O,1%,-12%,0.0,-7%,-6,0.6,1%,0,8%
CCOC(=O)c1c(-c2ccccc2)oc2ccc(N(C(C)=O)S(=O)(=O)c3ccc(CC)cc3)cc12,-16%,-4%,-0.4,36%[activator],/,-0.1,46%[activator],-5,35%[activator]
Cc1ccc2oc(C(=O)N(Cc3nccn3C)C(C)C)c(C)c2c1,-6%,-27%,-0.9,-8%,-5,0.1,16%,4,5%
Cc1ccnc(N2CCCC(C(=O)Nc3cccc(C)c3C)C2)n1 (stereo not given),3%,-2%,-0.3,0%,-1,-0.4,-9%,3,-5%
COc1ccc(CCC(=O)Nc2cc(Cl)ccc2OC)cc1,15%,-6%,0.0,-13%,-12,0.7,-8%[2.29 µM],-9,7%[2.29 µM]
C=CCc1c(C)nc(SCC(=C)C)[nH]c1=O,1%,-6%,-0.3,-6%,-11,-0.1,4%,8,4%
O=C(Nc1ccc2c(c1)OCCO2)C1CCN(c2ncccn2)CC1,-5%,-9%,-0.1,2%,10,-0.4,3%[57.1 µM],0,4%[57.1 µM]
CCC(=O)N1c2ccc(S(=O)(=O)NCCc3ccc(OC)c(OC)c3)cc2CC1C (stereo not given),-11%,-11%,-0.6,2%,-10,-0.5,2%,7,-4%
CCOc1ccccc1C1c2[nH]c3ccccc3c2C[C@H]2C(=O)N(C3CC3)CC(=O)N12 (stereo not given in full),0%,-22%,/,-3%,/,-0.7,28%,3,2%
CC(C)(C)c1nnc2sc(SCC(=O)N3CCCc4ccccc43)nn2c1=O,-3%,-19%,-1.1,2%,5,-0.1,1%,-5,-10%
O=C(Nc1ccccc1)N1CCN(Cc2ccccc2)CC1,5%,-14%,1.0,-1%,13,0.2,8%,5,-2%
COc1ccc(-c2csc3ncnc(Nc4ccccc4)c23)cc1,-2%,-8%,-2.3,-6%,/,-0.1,9%[57.1 µM],4,-2%[57.1 µM]
CC(C)(C)NS(=O)(=O)c1ccc(C(=O)Nc2ccc3c(c2)OCO3)cc1,0%,-5%,-1.1,3%,10,-2.3,0%[57.1 µM],15,-2%[57.1 µM]
CCOC(=O)C1CCCCN1C(=O)CCn1nnnc1CN1CCOCC1 (stereo not given),12%,-10%,16,-1%,2,0.0,6%,-5,6%
CCN(CC)S(=O)(=O)c1cccc(C(=O)OCc2cc(=O)n3nc(C)sc3n2)c1,-5%,-1%,0.4,-1%,-3,0.0,-8%,-2,-5%
CCOC(=O)[C@H]1[C@H]2COc3ccc(C)cc3[C@@H]2N2C(=O)c3ccc(C)cc3NC(=O)[C@@]12C,-7%,-18%,0.8,10%,6,0.2,28%,-4,3%
O=C(c1ccc(COc2ccccc2Cl)o1)N1CCN(c2ccccc2)CC1,12%,-30%,0.5,2%,0,0.0,6%[57.1 µM],2,8%[57.1 µM]
COCCCNC(=O)c1cn(Cc2c(F)cccc2Cl)nn1,5%,-12%,-1.0,-4%,32*,1.2,9%,-1,8%

# The list goes on, starting with the last 4 of the part before.
SMILES,IDH1 R132H inh,USP1-UAF1 inh,D2 ag,Pin1 inhibitor,D2 antag,TRHR agonist,TrxR1 inh,TRHR PAM,TrxR1 substrate
CCN(CC)S(=O)(=O)c1cccc(C(=O)OCc2cc(=O)n3nc(C)sc3n2)c1,-5%,-1%,0.4,-1%,-3,0.0,-8%,-2,-5%
CCOC(=O)[C@H]1[C@H]2COc3ccc(C)cc3[C@@H]2N2C(=O)c3ccc(C)cc3NC(=O)[C@@]12C,-7%,-18%,0.8,10%,6,0.2,28%,-4,3%
O=C(c1ccc(COc2ccccc2Cl)o1)N1CCN(c2ccccc2)CC1,12%,-30%,0.5,2%,0,0.0,6%[57.1 µM],2,8%[57.1 µM]
COCCCNC(=O)c1cn(Cc2c(F)cccc2Cl)nn1,5%,-12%,-1.0,-4%,32*,1.2,9%,-1,8%
CCN(CC)CCNC(=O)c1ccc(Cl)c(S(=O)(=O)N2CCCCCC2)c1,0%,-6%,0.8,2%,17,1.9,6%[57.1 µM],-10,-4%
CC(C)CCNC(=O)c1ccc(CSCc2cccc(F)c2)o1,5%,-5%,1.6,?,-28,-0.7,7%,-5,-6%
Cc1ccc(OCC(=O)N/N=C/c2ccc3c(c2)OCO3)cc1C,-5%,-15%,0.4,17%,12,0.3,30%,-6,9%
COc1ccc(NC(=O)c2cc(F)c(F)cc2Cl)cc1Cl,8%,-2%,-0.9,-12%,-5,-0.6,10%,0,-4%
Cc1cc2c(s1)c1cnn(CC(=O)NCCc3ccccc3)c(=O)c1n2C,0%,-18%,0.0,42%[activator],-2,-0.4,16%,-2,8%
Cc1ccc(S(=O)(=O)NC(CC(=O)O)c2ccccc2)cc1 (stereo not given),4%,0%,0.7,-3%,-3,0.1,11%[57.1 µM],-7,7%[57.1 µM]
CCOc1cc(/C=C(\C#N)C(=O)NCC2CCCO2)ccc1OCC(N)=O (stereo not given),-12%,-9%,-1.1,-6%,-4,0.5,15%,2,0%
COc1ccc(/C=C(\C#N)c2c[nH]c3ccccc23)cc1,10%,?,/,?,/,0.3,?,-3,10%
COc1ccc(S(=O)(=O)N2CCc3ccccc32)cc1C(=O)NCCc1ccccn1,4%,-13%,1.7,-3%,-11,-0.1,3%[57.1 µM],-10,-2%
Cc1ccc(N2CC(C(=O)NCC3CCCO3)CC2=O)cc1Cl (stereo not given),-3%,0%,1.2,-1%,-9,0.8,-7%,-6,-4%
CCN1C(=O)[C@@H]2[C@H](C1=O)[C@@H]1C(=O)Nc3ccccc3C(=O)N1[C@@H]2c1ccc(OC)cc1,7%,-27%,-0.5,5%,6,-0.2,10%[57.1 µM],-3,6%
CCOC(=O)CNC(=O)c1cc2c(=O)n3cccc(C)c3nc2n1C,-2%,0%,-1.5,-2%,/,-1.0,2%,1,-5%
Cc1cnc(C(=O)OCC(=O)NC2CCCCC2)cn1,6%,1%,0.5,2%,7,-0.2,11%,-1,11%

# Screening results (PubChem)

# This is a subset. The share of hits here may be higher or lower than overall.
